# Screening results from PubChem BioAssay.
# CIT2 TOR yeast: yeast TOR pathway CIT2-GFP modulation. S. cerevisiae CIT2-GFP strain, flow cytometry, 3 h; 100 means same as DMSO wells. AID 2029. 320,000 compounds, 0.065% hits. GFP response vs DMSO, % at 10 µM;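 active = GFP response relative to DMSO above a set limit, near the screen mean plus 3 SD, cut at about 150% in these data; inconclusive = Fewer than 70 cells measured for a yeast strain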;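 also: ratio of well median GFP fluorescence to mean of DMSO wells on the plate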
# BCLXL inh: blocks human Bcl-xL binding to Bim BH3 peptide; Q07817; GST-Bcl-xL / FITC-Bim BH3 peptide fluorescence polarization; inhibition, % at 10.9 µM; 320,000 compounds, 0.7% hits; AID 2129;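 active = inhibition above the mean of all tested compounds plus 3 SD, cutoff set per campaign, cut at about 30% in these data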;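 also: 0% = DMSO wells and 100% = unlabeled Bim-BH3 peptide competitor; inhibitors lower millipolarization by displacing the labeled peptide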
# Target sequence (Q07817 whole entry, looked up): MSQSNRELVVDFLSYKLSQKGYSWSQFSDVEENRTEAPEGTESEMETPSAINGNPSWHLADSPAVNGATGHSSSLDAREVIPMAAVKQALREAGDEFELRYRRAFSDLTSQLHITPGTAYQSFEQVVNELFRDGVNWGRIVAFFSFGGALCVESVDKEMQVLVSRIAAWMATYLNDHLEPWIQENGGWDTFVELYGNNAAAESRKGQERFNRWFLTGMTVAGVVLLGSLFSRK
# GLD-1 TGE inh: GLD-1-TGE RNA interaction inhibition (C. elegans); AID 2280; Q17339; purified GLD-1 + fluorescein TGE RNA, fluorescence polarization; 320,000 compounds, 0.44% hits; inhibition, % at 5.96 µM;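 active = percent inhibition above a per-plate cutoff, the plate mean of test compounds plus 3 SD, cut at about 30% in these data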;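 also: 0% = DMSO wells with GLD-1 and probe and 100% = wells lacking GLD-1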
# GRK2 aptamer HTS: inhibitors of human GRK2 displacing RNA aptamer; inhibition of aptamer binding, % at 10 µM; 330,000 compounds, 0.59% hits; bead flow cytometry, FAM-aptamer displacement from GRK2;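 active = inhibition of aptamer binding above 40%, roughly 3 SD of noise, on plates passing a quality check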;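 also: median bead fluorescence of bound FAM aptamer so fluorescent compounds give negative values; no value below 0 was filed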
# Target sequence (P25098 whole entry, looked up): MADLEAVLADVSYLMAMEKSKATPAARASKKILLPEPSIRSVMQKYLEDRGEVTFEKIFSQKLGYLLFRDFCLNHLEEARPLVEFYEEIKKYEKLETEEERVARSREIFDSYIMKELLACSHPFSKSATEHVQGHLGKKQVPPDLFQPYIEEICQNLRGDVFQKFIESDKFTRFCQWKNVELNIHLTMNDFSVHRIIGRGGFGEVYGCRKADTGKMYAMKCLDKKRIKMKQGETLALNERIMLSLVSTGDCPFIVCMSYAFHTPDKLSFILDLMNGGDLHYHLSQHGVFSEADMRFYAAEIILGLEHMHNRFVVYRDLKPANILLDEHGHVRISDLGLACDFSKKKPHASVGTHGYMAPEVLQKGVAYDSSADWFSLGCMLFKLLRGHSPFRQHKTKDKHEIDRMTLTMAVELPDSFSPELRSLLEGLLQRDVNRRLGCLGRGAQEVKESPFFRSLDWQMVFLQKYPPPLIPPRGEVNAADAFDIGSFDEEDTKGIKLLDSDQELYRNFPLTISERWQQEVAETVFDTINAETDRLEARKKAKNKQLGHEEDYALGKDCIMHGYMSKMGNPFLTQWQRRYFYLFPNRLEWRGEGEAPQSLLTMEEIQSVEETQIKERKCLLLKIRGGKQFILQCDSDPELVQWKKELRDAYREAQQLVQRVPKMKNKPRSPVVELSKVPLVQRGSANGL
# AGP1 TOR yeast: modulators of TOR pathway AGP1-GFP in S. cerevisiae. 320,000 compounds, 0.02% hits. S. cerevisiae AGP1-GFP multiplex flow cytometry, 3 h; GFP as percent of DMSO wells. GFP response vs DMSO, % at 10 µM. AID 2066;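 active = GFP response relative to DMSO above a set limit, near screen average plus 3 SD, cut at about 150% in these data; inconclusive = fewer than 70 cells counted for the yeast strain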;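 also: median GFP channel fluorescence of the gated AGP1 strain per well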
# VLA-4 inh: inhibition in a human VLA-4 binding assay; P13612; VLA-4 expressing cells, ligand binding flow cytometry; inhibition, % (about 7 µM as worked out from the volumes in the protocol); 330,000 compounds, 0.2% hits; AID 2557; in the data active = inhibition above about 50%
# Fam108B counter: blocks mouse Fam108B hydrolase in RBBP9 counter-screen | recombinant Fam108B, FP-Rh probe fluorescence polarization | inhibition, % at 9.51 µM | 300,000 compounds, 0.33% hits;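 active = inhibition above the screen mean inhibition plus 3 SD, computed separately per campaign, cut at about 18% in these data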;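 also: inhibitors lower polarization as less probe binds the enzyme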
# MCL1-BIM inh: inhibitors of human MCL1 binding to BIM-BH3 peptide | Q07820 | AID 2057 | inhibition, % at 10.9 µM | 320,000 compounds, 0.68% hits | GST-MCL1 / FITC-Bim-BH3 fluorescence polarization;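 active = inhibition above the mean inhibition of all tested compounds plus 3 SD, set per campaign, cut at about 40% in these data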;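 also: 0% = DMSO wells and 100% = unlabeled Bim-BH3 peptide control; higher means more loss of mP so more displacement of Bim peptide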
# MEX-5 binding: C. elegans MEX-5 TCR-2 RNA binding activity. MEX-5/FITC-TCR2 RNA binding, fluorescence polarization; stronger effect = lower value. 300,000 compounds, 0.38% hits. Q9XUB2. activity score (negative = inhibition of binding), % at 10 µM;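 active = inhibition past about -25% in most replicates, and total fluorescence under double the plate's negative control median, limit read from the data; inconclusive = replicates evenly split on the limit, or fluorescence at least double controls; inactive = too little inhibition in most replicates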;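 also: 0% = DMSO and -100% = 5 µM competing unlabeled TCR2 RNA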
# * marks the source's active call; other numbers are inactive results; ? = inconclusive; nt = not tested or not shown.
SMILES,CIT2 TOR yeast,BCLXL inh,GLD-1 TGE inh,GRK2 aptamer HTS,AGP1 TOR yeast,VLA-4 inh,Fam108B counter,MCL1-BIM inh,MEX-5 binding
Cc1ccc(-n2c(O)c(C=Nc3ccc4c(c3)OCO4)c3ccccc3c2=O)cc1C,103,4,0,0,104,-4,4,4,-9.6
O=c1c2ccccc2c(-c2ccc(Cl)cc2)nn1-c1ccccc1,102,8,8,2,102,-3,3,-2,0.3
Cc1ccc(C)n1-c1ccc(C(=O)NN)s1,113,7,10,2,104,-8,3,10,2.4
O=[N+]([O-])c1ccccc1/C=N/OCc1ccccc1,99,6,5,0,101,6,2,7,-4.0
COc1ccc(NC(=O)c2cccnc2C(=O)O)c(OC)c1,89,3,-3,5,98,10,-3,1,-0.1
COc1ccccc1NS(=O)(=O)c1ccc(C(=O)NCc2ccc(S(N)(=O)=O)cc2)cc1,87,nt,5,0,96,0,nt,nt,nt
CCOC(CNC(=O)c1cccc([N+](=O)[O-])c1)OCC,109,-1,-1,2,103,12,5,4,0.2
Nc1ccccc1C(=O)NCc1ccccc1,108,-1,-1,1,104,10,5,-5,-0.3
CCOC(=O)c1c(-c2ccccc2)csc1NC(=O)c1ccc(N2C(=O)CCC2=O)cc1,105,-2,-1,0,102,6,3,-1,-1.6
O=C(CNC(=O)c1ccco1)OCC(=O)c1ccc([N+](=O)[O-])cc1,94,4,-5,0,91,7,1,1,-0.1
Cc1c(N=C2N=C(NC(=O)Nc3ccc(Cl)cc3)c3ccccc32)c(=O)n(-c2ccccc2)n1C,82,1,-15,0,97,-6,-2,-4,?
CCCCn1c(N)c(N(CCOC)C(=O)COC(=O)CCOc2ccc(C)cc2)c(=O)[nH]c1=O,94,-12,2,0,97,12,nt,-21,nt
O=C(COc1ccc(Cl)cc1)Nc1nc(-c2ccc(S(=O)(=O)N3CCOCC3)cc2)cs1,108,2,-1,2,101,0,-19,6,2.6
O=C(CN1C(=O)c2cccc3cccc(c23)C1=O)N1CCOCC1,97,11,-1,0,124,-1,-1,2,0.5
O=C(CSc1nnc(COc2ccccc2)o1)Nc1ccc(F)cc1,99,3,8,0,97,-2,-2,3,0.1

# 6 of these compounds in another layout.
Molecule | CIT2 TOR yeast | BCLXL inh | GLD-1 TGE inh | GRK2 aptamer HTS | AGP1 TOR yeast | VLA-4 inh | Fam108B counter | MCL1-BIM inh | MEX-5 binding
COc1ccccc1NS(=O)(=O)c1ccc(C(=O)NCc2ccc(S(N)(=O)=O)cc2)cc1 | 87 | nt | 5 | 0 | 96 | 0 | nt | nt | nt
O=C(CSc1nnc(COc2ccccc2)o1)Nc1ccc(F)cc1 | 99 | 3 | 8 | 0 | 97 | -2 | -2 | 3 | 0.1
Cc1ccc(C)n1-c1ccc(C(=O)NN)s1 | 113 | 7 | 10 | 2 | 104 | -8 | 3 | 10 | 2.4
CCCCn1c(N)c(N(CCOC)C(=O)COC(=O)CCOc2ccc(C)cc2)c(=O)[nH]c1=O | 94 | -12 | 2 | 0 | 97 | 12 | nt | -21 | nt
Cc1ccc(-n2c(O)c(C=Nc3ccc4c(c3)OCO4)c3ccccc3c2=O)cc1C | 103 | 4 | 0 | 0 | 104 | -4 | 4 | 4 | -9.6
O=C(CN1C(=O)c2cccc3cccc(c23)C1=O)N1CCOCC1 | 97 | 11 | -1 | 0 | 124 | -1 | -1 | 2 | 0.5

# Next entries follow:
SMILES,CIT2 TOR yeast,BCLXL inh,GLD-1 TGE inh,GRK2 aptamer HTS,AGP1 TOR yeast,VLA-4 inh,Fam108B counter,MCL1-BIM inh,MEX-5 binding
O=S(=O)(CCc1nnc(-c2ccccc2)o1)c1ccc2ccccc2c1,100,8,2,0,102,2,-6,6,-1.0
COc1ccc2nc(NC(=O)c3ccccc3C(=O)O)sc2c1,101,-4,-12,3,96,6,0,-5,0.5
Cc1nc2ccc(NC(=O)c3ccc(Cl)nc3)cc2s1,95,0,-1,0,97,12,-4,-6,-11
CCC(CC)C(=O)c1c[nH]c(C(=O)NCCOC)c1,101,3,7,0,98,2,3,-1,4.6
O=C(CCSc1ccccc1)NC(=O)COC(=O)C1CCCCC1,102,3,-3,0,106,3,0,8,1.7
S=C1NC2=C(C(c3ccc(Br)cc3)N1)N1CCC2CC1 (stereo unspecified),102,3,2,0,105,12,-3,9,0.6
COc1ccccc1/C=C/C(C)=O,104,-4,-28,2,104,6,-1,-1,0.5
C(=NCCCN1CCOCC1)c1ccc2c(c1)OCO2,103,-1,-1,0,102,13,1,-2,1.9
COc1ccc(/C=C(\C#N)C(=O)ONC2=NCCCCC2)cc1,107,-2,-4,0,94,-9,2,-5,-0.9
O=C1c2ccccc2NC(c2cccc(O)c2)N1c1ccccc1 (stereo unspecified),96,2,-2,1,103,-5,-5,-1,-1.5
CC(=O)Nc1cccc(NC(=O)CCNC(=O)c2ccc(Cl)cc2)c1,94,2,2,0,95,6,-4,-6,1.4
CSc1nnc(-c2ccc(Br)s2)n1C,117,0,3,0,118,0,1,-1,0.0
Cc1cc2oc(=O)cc(CN3CCOCC3)c2cc1C(C)C,96,2,1,1,100,-7,-2,3,1.4
COc1cccc(C(C(=O)NC2CCCCC2)N(Cc2ccco2)C(=O)c2ccccn2)c1 (stereo unspecified),117,7,7,0,100,9,-1,8,-0.9
Cc1cc(C(=O)Nc2c(C)n(C)n(-c3ccccc3)c2=O)c(C)o1,101,3,-1,1,110,-10,4,7,0.3

# Four of the compounds above, bar-delimited.
compound | CIT2 TOR yeast | BCLXL inh | GLD-1 TGE inh | GRK2 aptamer HTS | AGP1 TOR yeast | VLA-4 inh | Fam108B counter | MCL1-BIM inh | MEX-5 binding
COc1ccc(NC(=O)c2cccnc2C(=O)O)c(OC)c1 | 89 | 3 | -3 | 5 | 98 | 10 | -3 | 1 | -0.1
COc1ccccc1NS(=O)(=O)c1ccc(C(=O)NCc2ccc(S(N)(=O)=O)cc2)cc1 | 87 | nt | 5 | 0 | 96 | 0 | nt | nt | nt
CCOC(CNC(=O)c1cccc([N+](=O)[O-])c1)OCC | 109 | -1 | -1 | 2 | 103 | 12 | 5 | 4 | 0.2
Nc1ccccc1C(=O)NCc1ccccc1 | 108 | -1 | -1 | 1 | 104 | 10 | 5 | -5 | -0.3

# Additional results:
SMILES,CIT2 TOR yeast,BCLXL inh,GLD-1 TGE inh,GRK2 aptamer HTS,AGP1 TOR yeast,VLA-4 inh,Fam108B counter,MCL1-BIM inh,MEX-5 binding
CCO[C@H]1OC(C(=O)N2CCN(Cc3ccc4c(c3)OCO4)CC2)=C[C@@H](C2CC2)[C@@H]1CCCO,90,5,0,0,92,25,-3,8,0.0
COCCn1c(C)cc(C(=O)CSc2nncn2-c2ccccc2)c1C,105,-6,1,0,110,3,-3,-9,1.7
CN(c1ccc(C(=O)NCc2cccnc2)cc1)S(C)(=O)=O,108,-1,6,0,103,-2,-10,1,-0.8
COc1ccc(NC(=O)CCN2CCN(C/C=C/c3ccccc3)CC2)cc1,100,-1,-1,0,97,17,1,1,-1.4
CCOC(=O)c1cnc2c(cnn2C)c1NCCC#N,94,-3,-7,1,100,9,-1,-5,0.3
COCCn1c(N)c(N(Cc2ccccc2)C(=O)COc2ccc(F)cc2Cl)c(=O)[nH]c1=O,98,3,6,0,99,-1,-5,-2,0.1
CCN(CC)S(=O)(=O)c1ccc(NC(=O)Cn2cnc3ccccc3c2=O)cc1,105,1,1,0,110,16,4,7,-0.9
CCCN(C(=O)/C=C/c1ccco1)c1c(N)n(Cc2ccccc2)c(=O)[nH]c1=O,91,6,1,0,93,3,1,4,-3.4
CNC(=S)NNC(=O)CNc1ccc(C)c(Cl)c1,96,0,1,3,88,15,0,0,0.0
O=[N+]([O-])c1ccc(C2=NN(CCO)C(=Nc3ccc(OC(F)(F)F)cc3)SC2)cc1,nt,2,7,3,nt,18,-1,2,2.3
CN(CC(=O)Nc1cccc(F)c1)C(=O)c1ccccc1CCc1ccccc1,86,6,7,0,100,-18,-1,0,-1.0
CCc1nnc(NC(=O)c2cc(-c3ccccc3)nn2-c2ccccc2)s1,104,-3,6,1,nt,7,-2,-4,0.5
CN(C(=O)COc1coc(CN2CCN(c3ccccc3)CC2)cc1=O)c1ccccc1,109,6,1,3,105,-10,-4,1,-1.0
Cc1ccc(NS(=O)(=O)c2ccc(C(=O)N3CC(C)OC(C)C3)cc2)cc1 (stereo unspecified),115,2,-1,2,104,2,1,4,2.2
CC(C)(C)NC(=O)C(c1ccc(F)cc1)N(C(=O)CCC(=O)Nc1ccccn1)C1CCCC1 (stereo unspecified),101,6,0,0,102,4,0,8,0.5
COc1ccc(C(CNC(=O)COc2cccc(C(F)(F)F)c2)N2CCCC2)cc1 (stereo unspecified),84,7,-3,0,91,7,nt,7,nt
CCOc1cc(CN2CCN(C(=O)c3ccco3)CC2)ccc1OC,92,2,1,0,95,-11,-9,3,-3.2
Cc1nc(-c2ccc(NC(=O)c3ccc(Br)o3)cc2)cs1,101,1,11,0,94,10,2,6,1.0
Cc1ccc(NS(=O)(=O)N2CCOCC2)c(C)c1,nt,2,3,8,97,11,0,0,1.3
Cc1ccc(OCC(=O)NNC(=O)C2CCN(c3ncccn3)CC2)cc1,103,3,-2,2,104,11,1,11,2.9
CCc1nnc(NC(=O)CCC(=O)NC2CC2)s1,102,5,1,7,100,4,-1,-3,-0.2
Cc1cccnc1NC(=O)c1cccc(S(=O)(=O)N2CCN(c3ccc(F)cc3)CC2)c1,107,4,-2,0,97,2,3,11,-0.4
CCc1cc2c(=O)n3c(nc2s1)-c1[nH]c2ccc(OC)cc2c1CC3,93,5,2,1,96,45,2,0,-4.2
COc1ccc(C)cc1NC(=O)c1ccc2c(SCC(=O)O)c3c(nc2c1)CCCC3,81,6,-7,2,86,4,-12,3,1.1
Cc1noc(/C=C/c2ccco2)c1S(=O)(=O)N1CCC(C(=O)NC(C)c2ccccc2)CC1 (stereo unspecified),110,2,0,1,104,14,-6,-6,-0.2
CCOC(=O)C1C(=O)N(O)CC1c1cccc(Oc2ccccc2)c1 (stereo unspecified),117,3,-9,7,109,0,4,-3,0.9
CCOc1cccc(CNc2ccc(O)cc2)c1OCc1ccc(Cl)cc1,98,17,6,5,100,17,17,23,2.3
CC(C)C(C)N(Cc1cccc(C(=O)O)c1)C(=O)c1ccc2ccccc2n1 (stereo unspecified),97,3,5,3,96,32,1,-1,0.6
COc1ccccc1C(=O)NC(=S)Nc1ccccc1N1CCCC1,95,2,8,0,92,-1,0,7,-0.3
O=C(CNC1CCCCC1)Nc1cccc([N+](=O)[O-])c1,91,5,6,nt,102,-2,1,2,0.7
CCOC(=O)c1c(NC(=O)COc2ncnc3sccc23)sc2c1CCC2,98,3,2,2,101,70*,-3,10,-1.6
Cc1cc2nnc(SCC(=O)NCc3cccs3)n2c(N)n1,107,3,4,4,104,-10,-3,11,-3.1
COC(=O)CCC(=O)Nc1ccccc1C(=O)Nc1ccccc1,95,6,-2,2,97,10,-5,0,-0.8
CCn1c(SCC(=O)Nc2ccccc2N2CCOCC2)nnc1-c1ccccc1O,105,3,9,1,nt,4,5,-2,-3.9
C/C(=N\O)c1ccc2c3ccccc3n(C)c2c1,79,5,6,0,97,3,4,0,-2.5
O=C(Nc1ccccc1O)c1ccc2c(c1)C(=O)N(c1ccccc1)C2=O,105,nt,nt,2,102,-3,nt,nt,0.3
